Source: PubChem BioAssay (several laboratories)
Exocytosis inh: lytic granule exocytosis inhibition; 360,000 compounds, 0.66% hits; TALL-104 LAMP-1 surface exposure, flow cytometry; cells stimulated with thapsigargin and PMA; AID 651702; inhibition, % at 10 µM;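 active means inhibition above about 55%, limit read from the data; inconclusive means no clear call, values can overlap the other calls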
HIF-2a inh: HIF-2a inhibition; 360,000 compounds, 0.72% hits; inhibition, % at 18.8 µM; 786-0 RCC cells HIF-2a reporter, luciferase luminescence, overnight; AID 624352;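 active means inhibition of the luminescence signal of 40% or more relative to plate controls, in a single-dose primary screen at 18.75 µM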
NR2E3 ag-1: NR2E3 (human) agonism. GST-NR2E3/biotin-RetCOR TR-FRET, 1536-well. inhibition of corepressor binding, % at 4.78 µM. 320,000 compounds, 0.12% hits. AID 2300;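 active means percent inhibition above the cutoff of mean plus 3 SD of all tested compounds, set per screening campaign, cut at about 20% in these data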;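 further: 0% = DMSO wells and 100% = biotin wells as full block of FRET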
Target sequence (Q9Y5X4 whole entry, looked up): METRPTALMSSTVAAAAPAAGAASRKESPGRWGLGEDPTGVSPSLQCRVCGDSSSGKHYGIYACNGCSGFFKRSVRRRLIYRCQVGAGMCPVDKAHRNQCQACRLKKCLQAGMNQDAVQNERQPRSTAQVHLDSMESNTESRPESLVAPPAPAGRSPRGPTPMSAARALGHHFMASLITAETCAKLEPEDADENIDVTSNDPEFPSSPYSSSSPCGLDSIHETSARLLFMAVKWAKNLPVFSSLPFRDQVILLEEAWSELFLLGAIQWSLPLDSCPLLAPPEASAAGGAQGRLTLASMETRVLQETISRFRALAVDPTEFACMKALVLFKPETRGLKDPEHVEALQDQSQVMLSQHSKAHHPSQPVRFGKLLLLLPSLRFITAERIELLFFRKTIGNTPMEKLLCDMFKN
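Material: NR2E3–RetCOR corepressor complex | Quantity: 1.35 nM GST-tagged NR2E3 final | Schedule: 5 h at 4 °C | Replication: Singlicate compound wells | Reagent: RetCOR corepressor, biotinylated, 7 nM | Controls: Biotin wells as high control, 0.6% DMSO wells as low control | Signal: TR-FRET, Eu(K)-anti-GST donor, streptavidin-D2 acceptor, ex 340, em 617/671 nm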
TRPM1 prom inh: MITF TRPM1 promoter inhibition in SK-MEL-5 cells; SK-MEL-5 TRPM1 promoter luciferase, 24 h; inhibition, % at 12.5 µM; 330,000 compounds, 0.83% hits; AID 488899;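 active means mean inhibition across replicates of 60% or more, whatever share of single replicates reaches that level; inconclusive means some that reach 60%, reason not given; inactive means mean inhibition across replicates below 60%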; further: values of inactives mirror those of a sister screen read the other way
CaV13 ICDI inh: Disruptors of the CACNA1D IQ motif to Ca2+-dependent inactivation inhibitor domain association, primary screening, Förster resonance energy transfer in intact living …; HEK cells, CFP/YFP FRET ICDI-IQ, plate reader, 10 min; percent FRET-ratio fall versus neutral wells; inhibition, % at 12.3 µM; 340,000 compounds, 0.098% hits;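 active means mean replicate inhibition of at least 30% and at least 1% of replicates passing that level; inconclusive means only one of the two criteria is met; inactive means neither criterion is met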;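 further: 0% = median of the neutral control wells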
iPSC survival up: hiPSC single-cell survival enhancement; AID 602274; survival enhancement, % at 20 µM; 360,000 compounds, 0.044% hits; ATPlite luminescence; 100% = ROCK inhibitor wells, 0% = DMSO; in the data active means survival enhancement above about 18%;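 further: cells exposed to compounds for 16 hours before the ATP read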
NR2E3 ag-2: human photoreceptor-specific nuclear receptor agonism; CHO-S Gal4-NCOR/VP16-NR2E3 two-hybrid, luciferase; AID 602229; 360,000 compounds, 0.35% hits; Q9Y5X4; inhibition of corepressor binding, % at 3.98 µM;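 active means inhibition above the mean of all tested compounds plus 3 SD, cut at about 70% in these data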;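 further: 0% = DMSO with NR2E3 transfected cells and 100% = cells lacking NR2E3 construct; higher means lower luciferase signal from less NR2E3 corepressor binding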
PDI turbidity: blocks human protein disulfide isomerase activity | P07237 | PDI insulin aggregation turbidity, A650, 90 min | inhibition, % at 10 µM | 350,000 compounds, 0.052% hits | AID 588391;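 active means mean inhibition across replicates of 30% or more, whatever share of single replicates reach that level; inconclusive means mean inhibition below 30% while every single replicate reaches 30%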;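 further: absorbance from insulin aggregation driven by PDI reduction with DTT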
Target sequence (P07237 whole entry, looked up): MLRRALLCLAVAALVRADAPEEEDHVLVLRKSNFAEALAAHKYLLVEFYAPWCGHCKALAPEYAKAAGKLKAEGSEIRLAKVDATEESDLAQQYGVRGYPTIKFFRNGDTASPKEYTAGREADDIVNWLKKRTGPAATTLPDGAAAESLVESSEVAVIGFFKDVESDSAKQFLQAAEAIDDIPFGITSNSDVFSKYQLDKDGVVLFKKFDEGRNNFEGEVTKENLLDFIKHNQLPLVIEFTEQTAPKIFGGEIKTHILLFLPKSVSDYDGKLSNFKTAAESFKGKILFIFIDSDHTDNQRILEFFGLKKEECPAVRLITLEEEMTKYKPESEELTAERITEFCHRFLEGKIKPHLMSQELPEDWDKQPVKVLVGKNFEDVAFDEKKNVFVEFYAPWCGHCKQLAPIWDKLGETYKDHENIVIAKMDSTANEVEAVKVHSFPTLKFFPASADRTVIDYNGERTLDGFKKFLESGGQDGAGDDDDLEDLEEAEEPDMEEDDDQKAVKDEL
Peg3 promoter: inhibitors of Peg3 promoter; HeLa PEG-Prom luciferase reporter, luminescence, overnight; inhibition, % at 20 µM; 360,000 compounds, 1.7% hits;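 active means inhibition of at least 50% at 20 µM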
aDG glyco act: increases alpha dystroglycan glycosylation; 360,000 compounds, 0.22% hits; Pro5-aDG cells, alpha-DG glycosylation AlphaScreen (IIH6); 0% Pro5, 100% B10-LARGE cell signal; activation, % at 10 µM;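 active means activation of at least 8% versus controls, or a plate z-score of at least 8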;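 further: Pro5 are CHO cells carrying HIG-tagged alpha-DG that lacks glycosylation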
Vif imaging: blocks HIV Vif function | HEK293T cells, Vif self-association by quenched fluorescence, imaging, 24 h | inhibition, % at 7.49 µM | 340,000 compounds, 0.35% hits; in the data active means inhibition above about 50%, passing the limit was not always enough; inconclusive means no clear call, values can overlap the other calls; inactive means below about 31%; further: some results filed as inactive read as strong as hits
An asterisk follows results filed as active; u = inconclusive; x = no result given. Outcome played no part in choosing rows; 3.5% or so of the library scored in one or more.

#	Compound	Exocytosis inh	HIF-2a inh	NR2E3 ag-1	TRPM1 prom inh	CaV13 ICDI inh	iPSC survival up	NR2E3 ag-2	PDI turbidity	Peg3 promoter	aDG glyco act	Vif imaging
1	CCC(C)(C)NC(=O)C(c1ccc(OC)cc1)N(Cc1ccccc1)C(=O)CCC(=O)Nc1cc(C)on1 (stereo unspecified)	4	7	0	4	-3	-0.4	-14	-3	5	0.0	0
2	COc1ccccc1C1CC(=O)Oc2cc(C)c(Cl)cc21 (stereo unspecified)	-3	2	x	-3	-5	-0.4	-15	3	9	0.4	-1
3	Cc1ccc(S(=O)(=O)NCCC(=O)NCCOc2ccccc2)cc1	2	8	x	4	-12	-0.4	-30	6	-1	-0.2	x
4	CCCCC(CCC(=O)NNC(=O)Cc1ccccc1)C(=O)O (stereo unspecified)	-9	8	0	5	-19	-0.4	1	-7	-4	-0.1	-5
5	COc1ccc(NC(=O)Cn2nnc(C(=O)NCc3cccc(OC)c3)c2N)cc1	-3	8	-2	0	x	0.1	-4	-2	0	-0.1	x
6	Cc1c(O)nc(SC2CC(=O)N(c3cc(Cl)cc(Cl)c3)C2=O)[nH]c1=O (stereo unspecified)	0	14	1	5	-4	-0.8	-12	-3	-5	-0.1	0
7	CC1CC(C)CN(C(=O)c2ccc(C#N)cc2)C1 (stereo unspecified)	-7	14	3	-7	6	-0.1	-2	4	6	-0.1	4
8	O=C(NCc1nnc(SCC(=O)N2CCOCC2)o1)c1c(F)cccc1F	9	1	-1	4	-11	0.4	6	-1	10	-0.3	8
9	COCCNC(=O)CCc1nc(-c2ccccc2)no1	2	5	0	-3	0	4.8	-22	8	4	0.9	-15
10	COc1ccc(CN2C(=O)C(CC(=O)NCCc3ccccn3)CC(C(=O)N3CCOCC3)=C2C)cc1 (stereo unspecified)	7	0	x	x	-3	-0.3	-24	x	-7	0.2	x
11	COc1ccc(OC)c(C2CC(=O)Nc3cc(OC)c(OC)c(OC)c32)c1 (stereo unspecified)	7	-27	1	18	-2	5.4	-4	-14	-20	-0.3	18
12	COC(=O)CNc1c(-c2ccccn2)nc2ccc(Br)cn12	-2	-181	-1	-45	-5	-3.6	-117	-2	-195	0.2	7
13	CCCn1nc(C(=O)N2CCc3ccccc32)c2ccccc2c1=O	1	16	0	5	-7	-0.3	-8	-5	12	0.0	7
14	Cc1ccccc1N(C(=O)c1csnn1)C(C(=O)NC1CCCC1)c1ccncc1 (stereo unspecified)	u	3	-1	-6	-5	0.1	7	-6	8	0.0	8
15	CN(c1ccccc1)S(=O)(=O)c1cccc(NC(=O)CCN2C(=O)C3CCCCC3C2=O)c1 (stereo unspecified)	4	21	0	10	5	-0.6	-8	-3	22	-0.1	-10
16	COc1ccccc1N1CCN(/N=C/c2ccc([N+](=O)[O-])cc2)CC1	3	-271	x	-55	-20	0.9	-31	-54	-289	0.0	1
17	O=C(O)CC(c1cccc(C(F)(F)F)c1)N1CCS(=O)(=O)CC1 (stereo unspecified)	-5	24	1	-1	-4	0.8	4	-14	5	-0.2	14
18	Cc1ccccc1C(=O)Nc1ccc(N2CCN(C(=O)c3ccco3)CC2)cc1	-8	-7	-3	-3	-4	3.0	-8	4	-20	0.0	-3
19	CC(C)=CCN1CCN(CC#Cc2ccccc2)CC1CCO (stereo unspecified)	-2	-4	-3	5	-7	0.2	-1	-1	-3	0.1	-2
20	CC(Sc1nnc(COc2ccc3ccccc3c2)n1C)C(=O)O (stereo unspecified)	0	-3	3	-4	-9	0.9	-26	-6	-11	0.0	8
21	CS(=O)(=O)c1ccccc1-c1nnc(NC(=O)CCS(=O)(=O)c2ccc(Cl)cc2)o1	0	18	1	-3	-3	0.5	4	-1	-15	0.0	-12
22	Cc1ccc(S(=O)(=O)N2CC3(O)CN(C(=O)OC(C)C)N(C(=O)OC(C)C)CC3(OC(=O)Nc3cccs3)C2)cc1 (stereo unspecified)	4	3	x	x	-7	-1.0	-19	2	10	-0.1	3
23	Cc1cc(C(=O)CN2C(=O)C3CC=CCC3C2=O)c(C)n1-c1ccccc1 (stereo unspecified)	-4	-94	0	-37	-4	-3.5	-89	3	-228	-0.2	-2
24	C/C=C1\COC(C(=O)NCCN2CCCC2)(C(F)(F)F)C=C1C=C1CCCCC1 (stereo unspecified)	53	8	-1	6	-12	-4.5	16	0	34	1.1	-3
25	CC1=C(C(=O)c2ccccc2)C(c2ccc(OC(F)F)cc2)NC(=S)N1 (stereo unspecified)	-2	18	4	4	-4	-2.5	-26	-6	34	0.3	-2
26	COc1ccc2c(c1)nc(SCC(=O)c1ccc(Br)s1)n2C	1	-6	9	5	-7	-1.6	-14	8	-10	0.0	-4
27	CCCN(Cc1cc2ccc(C)cc2[nH]c1=O)S(=O)(=O)c1ccccc1	1	-19	1	-14	x	3.7	-51	-1	-25	0.1	-22
28	c1ccc(-c2cn3nc(-c4ccccc4)c(-c4ccccc4)nc3n2)cc1	8	-35	1	-29	5	4.5	2	-5	-14	0.4	157*
29	CC(NC(=O)Cn1cc(Br)c([N+](=O)[O-])n1)c1ccccc1 (stereo unspecified)	-6	-4	5	8	-3	0.3	-42	4	-6	-0.1	-1
30	Cc1c2c(nc3nc4ccccc4n13)CC(C)(C)CC2=O	2	15	4	-1	x	2.2	4	-3	4	-0.1	2
31	O=C(CC(=O)Nc1cccc(F)c1)Nc1cccc(F)c1	-8	-44	-1	2	-20	-0.5	-6	-3	-35	0.1	-1
32	COc1ccc(NC(=O)CSc2nnc(-c3ccc(F)cc3)o2)cn1	1	-139	-1	-71	-6	-0.4	-20	-7	-147	0.2	-28
33	Cc1ccc(C(=O)NC(=S)Nc2c(C)ccc3nsnc23)cc1	-3	9	-1	10	-12	-1.1	13	10	-4	-0.3	4
34	COc1ccc(C#Cc2c(-c3ccsc3)oc3ccc(N4CCOCC4)cc23)cc1	1	-150	1	-34	-10	-3.5	-22	1	-75	-0.1	-4
35	COc1ccc(/C=C2\CCC(C3CCCC3)C2=O)c(OC)c1 (stereo unspecified)	-10	-40	-2	-54	-2	1.0	-12	-3	-118	0.0	1
36	CC(=O)NCCNc1ccc([N+](=O)[O-])cn1	-3	20	2	0	-5	0.1	-16	5	13	0.0	3
37	O=C(Cc1ccccc1)NN1C(=O)/C(=C/c2ccc(C(=O)O)cc2)SC1=S	1	21	3	1	-5	1.0	8	2	-1	0.2	-9
38	O=C(NCc1cccs1)C1CCCCC1	1	-15	-1	-7	-5	-2.4	15	-5	-5	0.1	8
39	COC(=O)C(C(=O)NCC1CCCO1)C1CCCC1 (stereo unspecified)	-2	14	3	-6	x	-1.9	9	-4	-2	0.0	12
40	COc1cccc(NC(=O)CN(C)C(=O)CC2CCCCC2)c1	0	4	x	2	x	0.6	-4	-2	-2	0.5	4
41	Cc1cc(C)cc(NC(=O)C(NCCN2CCOCC2)c2ccccc2)c1 (stereo unspecified)	-3	12	-4	4	-6	-0.7	-6	2	20	0.3	-2
42	COC(=O)c1ccccc1COc1cccn2c(N(C)C(=O)CCC3CCCC3)c(C)nc12	-5	9	x	x	-9	0.8	5	-3	12	0.5	-9
43	COc1ccccc1C(=O)Nc1ccnn1C1CCN(C/C=C/c2ccc(F)cc2)CC1	20	5	2	5	-11	-0.2	14	0	-5	0.4	-4
44	Cc1c(C(=O)Nc2ccncc2)sc2nc(-c3ccc(F)cc3)cn12	-17	-109	-76	-29	-4	-1.2	4	x	-16	0.9	0
45	Cc1ccc(S(=O)(=O)NCCC(=O)NNC(=O)COc2ccc(Br)cc2)cc1C	-5	-2	2	16	-2	0.7	-11	-5	16	-0.3	-3
46	CCC(CC)c1nnc(NC(=O)COc2ccc3c(c2)OCO3)s1	-3	-31	4	-6	-3	0.6	-5	11	-14	-0.1	17
47	COCCCNC(=S)Nc1ccccc1[N+](=O)[O-]	1	7	0	-7	-3	-3.1	6	-1	15	-0.2	-3
48	CC(C)c1ccc(NC2CCCN(C(=O)c3ccnn3C)C2)cc1 (stereo unspecified)	7	-16	0	-17	-3	-0.3	-18	-26	-6	0.1	-5
49	CC(O)CN=c1cc(-c2ccccc2)oc2ccc(Cl)cc12 (stereo unspecified)	-5	-287	3	-75	x	-3.8	-111	-2	-146	-0.1	-9
50	CC(C)CC(C(=O)N1CCOCC1)N1Cc2ccccc2C1=O (stereo unspecified)	1	15	0	-8	-2	-1.2	-6	-1	-4	0.0	6
51	COc1ccc(OC(C)C(=O)NC(C)c2ccccc2)cc1 (stereo unspecified)	-2	-1	2	-10	-3	1.5	2	0	13	-0.1	11
52	CN(C)c1cccc(C(=O)OCC(=O)Nc2ccccc2Sc2ccccc2)c1	12	14	3	-5	-16	-2.7	-31	4	2	0.4	16
53	COc1cc(N(C(C)=O)c2ccc(O)cc2)c2ncccc2c1	16	-5	x	x	-6	2.1	-12	1	8	0.0	8
54	O=C(COC(=O)c1ccc(O)cc1)Nc1cccc(S(=O)(=O)NC2=NCCC2)c1	-8	14	2	3	-3	0.1	-10	0	5	-0.2	-11
55	O=C(Nc1ccc(NS(=O)(=O)c2ccccc2)cc1)c1ccc(Cl)cc1	1	7	-2	-7	x	0.1	8	4	13	0.2	6
56	CSc1nsc(NC(=O)OCc2ccc(Cl)cc2)n1	-5	-78	2	x	-3	-0.4	-36	3	-23	0.1	-1

The list goes on:
#	Compound	Exocytosis inh	HIF-2a inh	NR2E3 ag-1	TRPM1 prom inh	CaV13 ICDI inh	iPSC survival up	NR2E3 ag-2	PDI turbidity	Peg3 promoter	aDG glyco act	Vif imaging
57	Cc1noc(C)c1CSc1ccccc1C(=O)O	-11	5	0	9	-4	-0.4	-7	-1	9	0.0	-12
58	COc1cc(C(C(=O)NC2CCCC2)N(C(=O)c2snc(C(N)=O)c2N)C2CCCC2)cc(OC)c1OC (stereo unspecified)	-2	8	4	3	-4	-0.3	-20	2	10	0.1	-7
59	O=c1cc(-c2ccccc2)oc2cc(OCc3ccccc3)cc(O)c12	4	-6	3	1	-5	0.6	-12	-2	-10	-0.2	7
60	COc1ccc(CNC(=O)CCCn2nc(C)c3c(C)n(-c4ccccc4)nc3c2=O)cc1	-1	5	1	5	-5	0.7	7	-3	12	0.2	3
61	COc1cc(NC(=O)CN2CCC(C(N)=O)(N3CCCCC3)CC2)c(OC)cc1Cl	6	10	1	10	0	0.4	-6	-10	44	-0.1	-11
62	CCNC(=O)C1(C)CCCN(C(=O)c2cc(OC)ccc2Br)C1 (stereo unspecified)	-4	9	x	x	-5	7.7	9	3	0	-0.2	x
63	CC(O)(P(=O)(O)O)P(=O)(O)O	0	4	x	4	-5	-0.7	-26	-4	-1	0.3	-8
